# Screens deposited in PubChem BioAssay by National Center for Advancing Translational Sciences (NCATS).
# DT40 TDP1 no CPT: qHTS for Inhibitors of human tyrosyl-DNA phosphodiesterase 1 (TDP1): qHTS in cells in absence of CPT. DT40 Tdp1-/- hTDP1 cells, no CPT, ATP luminescence, 48 h. Potency, µM (series often up to 46.2 µM), for inactives: at the top dose activity change, negative = growth inhibition, actives largely listed as inhibitors. 420,000 compounds, 15% hits. AID 686978, 2013; also: nearly all actives have a fitted effect of over 55% in size
#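 A cellular qHTS used chicken DT40 cells lacking endogenous Tdp1 but carrying stably transfected human TDP1. Compounds were applied without camptothecin, and cell growth kinetics were judged by ATP-dependent luminescence after ≥48 hr.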
# DT40 TDP1 CPT: growth inhibition of DT40 Tdp1-/-;hTDP1 cells with camptothecin (screen for TDP1 inhibitors). chicken DT40 Tdp1-/-;hTDP1 cells + 20 nM CPT, ATP luminescence, 48 h. Potency, µM (top dose mostly 46.2 µM), inactives show at the highest dose activity change, negative = growth inhibition, most hits filed as inhibitors. 420,000 compounds, 12% hits; also: nearly all actives have a fitted effect of over 55% in size
#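 Cell growth measured by CellTiter-Glo luminescence after a minimum 48 h, 37 C compound exposure with 20 nM CPT in Tdp1-knockout DT40 cells stably expressing hTDP1, seeded 400/well; qHTS titration format.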
# KAT2A inh: GCN5L2 (KAT2A) acetyltransferase inhibition; Q92830; 390,000 compounds, 0.21% hits; GCN5L2 HAT assay, ThioGlo1 CoA-SH fluorescence; Potency, µM (top dose mostly 58.9 µM), for the others: at the highest dose activity change, negative = inhibition, most hits filed as inhibitors
# Target sequence (Q92830 whole entry, looked up): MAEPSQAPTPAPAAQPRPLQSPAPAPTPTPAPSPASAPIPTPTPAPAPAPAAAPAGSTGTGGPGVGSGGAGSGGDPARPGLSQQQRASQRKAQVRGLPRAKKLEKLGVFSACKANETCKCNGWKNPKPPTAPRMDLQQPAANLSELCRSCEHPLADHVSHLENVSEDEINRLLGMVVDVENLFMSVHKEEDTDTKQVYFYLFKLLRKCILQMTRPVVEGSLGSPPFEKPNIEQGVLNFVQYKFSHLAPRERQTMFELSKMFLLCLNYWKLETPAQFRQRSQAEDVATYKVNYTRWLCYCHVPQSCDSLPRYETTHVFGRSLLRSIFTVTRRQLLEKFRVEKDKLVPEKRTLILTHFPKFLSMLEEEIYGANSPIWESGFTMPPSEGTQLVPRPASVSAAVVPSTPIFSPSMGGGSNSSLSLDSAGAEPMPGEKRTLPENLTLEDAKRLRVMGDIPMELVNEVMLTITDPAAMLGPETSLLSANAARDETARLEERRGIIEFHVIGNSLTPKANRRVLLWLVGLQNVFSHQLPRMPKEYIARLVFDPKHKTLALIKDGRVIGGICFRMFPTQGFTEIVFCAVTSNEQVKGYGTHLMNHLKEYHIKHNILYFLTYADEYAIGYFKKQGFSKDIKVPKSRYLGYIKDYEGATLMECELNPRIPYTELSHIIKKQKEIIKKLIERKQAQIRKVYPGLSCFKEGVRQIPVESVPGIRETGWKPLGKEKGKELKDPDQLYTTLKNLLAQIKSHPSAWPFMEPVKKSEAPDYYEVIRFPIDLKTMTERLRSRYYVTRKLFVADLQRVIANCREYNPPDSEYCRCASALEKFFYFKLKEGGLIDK
#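 Enzyme at 20nM final was mixed with library compounds for 15 min at room temperature. Peptide H3(1-25) at 75uM, acetyl-CoA at 70uM and ThioGlo1 at 50uM were then added. Plates were read immediately and after 20 min (Ex340nm/Em540nm).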
# Active calls of the source: *; ? = inconclusive; / = no result given; & = joins results of further samples; [ ] = remark or other dose. Calls follow the shape of the dose curve; as a rule, active = well fitted curve in the direction sought with a large enough effect; inconclusive = small, poorly fitted or top-dose-only effect, or another doubt; inactive = no such curve, though single readings can be large; an effect the other way counts as inactive or inconclusive. % is scaled to controls: 0 for no effect and ±100 for the full control effect; potency is read from the fitted curve at half-maximal effect.
Molecule,DT40 TDP1 no CPT,DT40 TDP1 CPT,KAT2A inh
O=C(N=C1SC2CS(=O)(=O)CC2N1c1ccccc1Cl)C1CCCO1 (stereo not given),8%,8%,-14%
O=C(CSc1nnc(-c2ccccc2O)o1)N1CCOCC1,-3%,-12%,-4%
N#Cc1ccc(Cn2c(-c3ccc(F)cc3)noc2=O)cc1,-2%,-21%,-3%
COc1cc(-c2cnc3c(NC=O)cc(-c4ccc(N5CCN(C)CC5)cc4)cn23)cc(OC)c1OC,3.7µM*,3.3µM*,/
COc1ccc(S(=O)(=O)N2CCC(C(=O)NCCC3=CCCCC3)CC2)cc1OC,?,?,-2%
Cc1ccc(N(C)S(=O)(=O)c2cccc(C(=O)NC3CC(C)(C)NC(C)(C)C3)c2)cc1,-23%,?,1%
Cc1cc(NCCOCCO)n2c(nc3ccccc32)c1C#N,?,-1%,?
COc1ccc(S(=O)(=O)N2CCCC(C(=O)N3CCCCCC3)C2)cc1 (stereo not given),18µM*,?,1%
Cc1ccc(C)c(NC(=S)NCCSc2ccc(Cl)cc2)c1,16µM*,21µM*,-4%
O=c1[nH]c(-c2ccccn2)nc2ccccc12,16µM*,29µM*,-6%
COc1ccc(-n2c(=O)c3c(C)c(C)sc3n(CC(=O)NCc3ccc(C)cc3)c2=O)c(OC)c1,-14%,-5%,0%
Cc1nn(-c2ccccc2)c(C)c1/C=C/C(=O)OCC(=O)NC1CCS(=O)(=O)C1 (stereo not given),-6%,7%,-6%
CN(C)c1ccc(CC(=O)N2CCCCC2c2cc(C(=O)Nc3ccccc3)no2)cc1 (stereo not given),26µM*,21µM*,/
COc1ccc(-c2oc3ncn4nc(COc5ccccc5C)nc4c3c2-c2ccc(OC)cc2)cc1,2%,2%,-3%
C=CCOc1ccc(C2c3c(oc4ccccc4c3=O)C(=O)N2CCCN2CCOCC2)cc1 (stereo not given),-24%,-24%,-5%
Cc1cc(C)n(-c2ccc(C(=O)NCc3ccc(F)cc3)cc2)n1,1%,-12%,-11%
Cc1ccc(CNC(=O)c2cc(-c3ccc(Cl)cc3)on2)cc1,-7%,1%,-16%
Clc1ccc2nc(-c3ccccc3)nc(C(Cl)Cl)c2c1,0.37µM*,0.16µM*,-9%
CN(C)/C=N/N(C)c1ncccc1[N+](=O)[O-],-26%,4%,-6%
COc1ccc(C)cc1NC(=O)CCN1CCCC1,-10%,-6%,1%

# Reprinted from the part before: 3 entries; new compounds follow.
Molecule,DT40 TDP1 no CPT,DT40 TDP1 CPT,KAT2A inh
Clc1ccc2nc(-c3ccccc3)nc(C(Cl)Cl)c2c1,0.37µM*,0.16µM*,-9%
CN(C)/C=N/N(C)c1ncccc1[N+](=O)[O-],-26%,4%,-6%
COc1ccc(C)cc1NC(=O)CCN1CCCC1,-10%,-6%,1%
COC(=O)CNC(=O)c1cccc(-c2ccc(OC)cc2)c1,-8%,-8%,7%
CC1CCN(S(=O)(=O)c2ccc3nc(N4CCN(c5ccccc5)CC4)ccc3c2)CC1,7%&-19%,-18%&5%,-13%&3%
COc1ccc(-c2nc3cnc(OC)nc3n(Cc3cccc(OC)c3)c2=O)cc1,-11%,5%,?
CCOC(=O)c1sc(NC(=O)CN2C(=O)NC3(CC(C)CC(C)(C)C3)C2=O)cc1C (stereo not given),18µM*,?,-14%
O=C(O)C1CCN(C(=O)c2ccccc2Cl)CC1,-16%,-9%,1%
O=C(/C=C/c1ccc(Cl)cc1Cl)N(Cc1ccccc1)C1CCS(=O)(=O)C1 (stereo not given),?,?,-4%
COc1ccccc1N1CCN(C(=O)CSc2nnc(NC(=O)C3CC3)s2)CC1,-27%,?,-3%
O=C(NCCOC(=O)c1ccc(Cl)c(S(=O)(=O)N2CCCCC2)c1)c1ccncc1,-25%,-21%,4%
N#CCCn1cc(C(=O)NCc2ccccc2)c(-c2cccs2)n1,-23%,-20%,-5%
COc1ccc2c(Cl)cc(NC(=O)Nc3c(C)cccc3C)nc2c1,18µM*,13µM*,/
CCOC(=O)c1nnn(-c2nonc2N)c1CSc1nnc(N)s1,15%,-17%,0%
Cc1c(CN2CCC(Oc3ccc(C(=O)N4CCCCC4)cc3)CC2)cnn1C,5%,2%,-1%
Nc1nc(NCCN2CCOCC2)nc(NCc2ccccc2)c1[N+](=O)[O-],18µM*,?,-22%
CC(C)(C)c1cc(NC(=O)c2cc(F)c(F)c(F)c2F)no1,?,29µM*,4%
CCCCNC(=O)CN1C(=O)NC(CCc2ccccc2)C1=O (stereo not given),0%,-16%,-1%
c1ccc(CSc2nnc([C@@H]3CCCN3)o2)cc1,6%,-6%,-15%
COc1cccc(N=Nc2c(=O)[nH]n3c(=O)cc(C)[nH]c23)c1,-26%,-10%,-6%
COc1ccc(C(CC(=O)c2ccc(C)cc2)Sc2ccccc2N)cc1 (stereo not given),?,23µM*,/
O=C(O)/C=C/c1ccc(Oc2ncccn2)cc1,23%,-5%,-1%
CCOCCCNC(=O)CN1C(=O)c2c(c3ccccc3n2C)C1c1ccc(OC)cc1 (stereo not given),?,?,-7%
CO[C@H]1[C@H](NC(=O)c2ccco2)c2ccccc2C12CCN(Cc1cnc(N(C)C)s1)CC2,-13%,4%[9.04 µM],/
Cc1ccc(NN=C2c3ccccc3-c3ccccc32)cc1,?,?,-7%
N#Cc1cc2c([nH]c1=O)CCCC2,6%,-11%,-3%
COC(=O)C1=C(Nc2ccc(C)cc2)C=C(C)C(C(=O)OC)C1c1ccc(OC)cc1 (stereo not given),26µM*,16µM*,-16%
COc1ccc(C(=O)NNC(=O)C(NC(=O)c2ccccc2NC(=O)c2ccco2)C(C)C)cc1 (stereo not given),5%,7%,-11%
COc1ccc(-n2c(SCC(=O)O)nc3sc4c(c3c2=O)CCCC4)cc1,1%,-3%,-8%
CCN1C(=O)C(O)(CC(=O)C(C)(C)C)c2cc(Br)ccc21 (stereo not given),?,-8%,-11%
O=C1CCC(C(=O)N2CCN(c3ccccc3)CC2)CN1Cc1ccc(Cl)cc1 (stereo not given),?,?,/
O=C1Nc2ccc3sc4ccccc4c3c2C1=O,?,?,-1%
CC(C)CCNC(=O)C1C2C=CC3(CN(Cc4ccccc4Cl)C(=O)C13)O2 (stereo not given),?,-23%,-2%
CCC(C)[C@H](NC(=O)NC1CCCc2ccccc21)C(=O)O (stereo not given in full),-3%,-3%,3%
O=C(NCCCO)C(=O)Nc1cc2c3c(c1)CCC(=O)N3CCC2,8%,11%,-4%
COc1cccc(OC)c1C(=O)Nc1ccc(CN2CCOCC2)cc1,18%,-12%,?
COC(=O)CNC(c1ccccc1)c1cc(Br)ccc1NC(C)=O (stereo not given),-20%,-17%,3%
CC(=O)C1(C)CC2(CC(C)(C)OC2=O)C(=O)O1 (stereo not given),2%[9.04 µM],7%[9.04 µM],/
CCn1c(SCC(=O)NC2CCCC2)nnc1-c1ccccn1,5%,10%,?
CCOC(=O)C1=C(CSc2nc3c(cc2C#N)CN(C)CC3)OC(N)=C(C#N)C1c1ccncc1 (stereo not given),?,-26%,-4%
Cn1cccc1/C=C(\C#N)C(N)=S,1%,1%,0%
CCCc1nc2c([nH]1)c(=O)n(C)c(=O)n2C,?,-9%,-18%
O=C1NC(=O)/C(=C\c2ccc(N3CCOCC3)o2)N1,14%,24%,-9%
Cc1cc(C)c(C)c(S(=O)(=O)N2CCN(c3ncnc4sc(C)c(C)c34)CC2)c1C,?,-24%,-25%
COc1cc(C(=O)OCC(=O)c2cc(C)n(C)c2C)cc(OC)c1OC,16µM*,26µM*,-9%
O=C1C=C(c2cccc(CO)c2)C[C@@H](c2ccc(F)cc2)C1,-27%,-28%,1%
CCOc1cccc(/C=C(\C#N)C(=O)NC2CC2)c1,1%,?,/
COc1ccc(C(=O)Nc2ccc(S(=O)(=O)NC(C)(C)C)cc2)cc1[N+](=O)[O-],-28%,-23%,0%
C=C(CC[C@@H](O)C(C)(C)O)[C@H]1CC[C@]2(C)[C@@H]1CCC1[C@@]3(C)CCC(=O)C(C)(C)C3CC[C@]12C (stereo not given in full),?,?,-1%
COc1ccccc1CN1CC(C(=O)N(Cc2cnn(C)c2)C(C)C)CCC1=O (stereo not given),17%,-17%,-11%
CN1CCN2c3ccccc3CC3(C(=O)OC(C)(C)OC3=O)C2C1 (stereo not given),-9%,5%,/
COc1ccc(C(=O)Cn2cnc3ccccc3c2=O)c(OC)c1,?,-29%,-1%
O=C(c1cccc([N+](=O)[O-])c1)N1CCN(c2ncccn2)CC1,-7%,2%,3%
CCn1c(C(=O)NCc2ccccc2Br)cc2oc3ccccc3c21,-93%,21µM*,-8%
Cc1c(C(=O)N2CCCC2)nnn1-c1nonc1N,-2%,-22%,1%
CCCn1nc(C(=O)NC2CCCc3ccccc32)c2ccccc2c1=O (stereo not given),?,-21%,-4%
COC(=O)c1ccc([C@@H]2Nc3c(OC)ccc(C)c3[C@@H]3C=CC[C@@H]32)cc1,?,?,-9%
CCOC(=O)C1CCCN(C(=O)c2ccc3c(c2)sc2nc(-c4ccc(C)cc4C)cn23)C1 (stereo not given),18µM*,16µM*,-14%
N#Cc1ccccc1S(=O)(=O)N1CCN(C(=O)C2CCCC2)CC1,-10%,-7%,-12%
O=C(Nc1nc2ccccc2[nH]1)c1ccc(S(=O)(=O)N2CCOCC2)cc1,?,?,1%
Cc1ccc(-c2nn3c(-c4ccco4)nnc3c3ccccc23)cc1S(=O)(=O)NCC1CCCO1 (stereo not given),5.8µM*,?,-3%
O=C(NCc1ccc(F)cc1)c1cc(S(=O)(=O)N2CCCCC2)c[nH]1,-16%,-29%,3%
NC(=O)C12C(=O)NC(=O)C1(C(=O)O)C21CCCC1 (stereo not given),-3%,-1%,/

# A draw from above in order of molar mass, smallest number first.
Molecule,DT40 TDP1 no CPT,DT40 TDP1 CPT,KAT2A inh
O=C(O)/C=C/c1ccc(Oc2ncccn2)cc1,23%,-5%,-1%
O=C(O)C1CCN(C(=O)c2ccccc2Cl)CC1,-16%,-9%,1%
CCN1C(=O)C(O)(CC(=O)C(C)(C)C)c2cc(Br)ccc21 (stereo not given),?,-8%,-11%
COc1cc(C(=O)OCC(=O)c2cc(C)n(C)c2C)cc(OC)c1OC,16µM*,26µM*,-9%
O=C(NCc1ccc(F)cc1)c1cc(S(=O)(=O)N2CCCCC2)c[nH]1,-16%,-29%,3%
COc1ccc(C(=O)Nc2ccc(S(=O)(=O)NC(C)(C)C)cc2)cc1[N+](=O)[O-],-28%,-23%,0%
COc1ccccc1N1CCN(C(=O)CSc2nnc(NC(=O)C3CC3)s2)CC1,-27%,?,-3%

# Next part
Molecule,DT40 TDP1 no CPT,DT40 TDP1 CPT,KAT2A inh
CC(OC(=O)[C@@H](NS(=O)(=O)c1ccccc1)C(C)C)C(=O)c1c(N)n(C)c(=O)n(C)c1=O (stereo not given in full),-19%,-9%,/
CCS(=O)(=O)Nc1cccc(-c2nc3cccnc3s2)c1C,?,-9%,?
CC(=O)c1ccc(S(=O)(=O)N2CCCC2)cc1,-2%,-7%,-5%
COc1ccc(Br)cc1CNc1ccc(S(N)(=O)=O)cc1,-24%,-12%,-3%
N#Cc1ccccc1S(=O)(=O)N1CCN(c2nc(-c3cccnc3)nc3ccccc23)CC1,?,?,-10%
CCc1ccc(S(=O)(=O)NCC(O)COc2ccc(OC)cc2)cc1 (stereo not given),?,-10%,-5%
Cc1[nH]c2ccc(F)cc2c1CCN1C(=O)OC(C)(C)C1(C)O (stereo not given),-2%,-28%,-6%
CC(=O)Nc1ccc(S(=O)(=O)N2CCC(n3cnc4cc(F)ccc43)CC2)cc1,?,?,-5%

# Some entries already given with just KAT2A inh and DT40 TDP1 no CPT:
mol | KAT2A inh | DT40 TDP1 no CPT
CC(=O)c1ccc(S(=O)(=O)N2CCCC2)cc1 | -5% | -2%
CC(OC(=O)[C@@H](NS(=O)(=O)c1ccccc1)C(C)C)C(=O)c1c(N)n(C)c(=O)n(C)c1=O (stereo not given in full) | / | -19%
CC(=O)Nc1ccc(S(=O)(=O)N2CCC(n3cnc4cc(F)ccc43)CC2)cc1 | -5% | ?
Cc1[nH]c2ccc(F)cc2c1CCN1C(=O)OC(C)(C)C1(C)O (stereo not given) | -6% | -2%
